VLA-4 inh: inhibition in a human VLA-4 binding assay; actives 0.2% (n = 330,000); P13612; inhibition, % (about 7 µM as worked out from the volumes in the protocol); VLA-4 expressing cells, ligand binding flow cytometry; in the data active means inhibition above about 50%
CTSL1 counter: counter-screen for PFM18AAP inhibitors: inhibitors of F. hepatica cathepsin L1; actives 0.49% (n = 300,000); AID 1906; inhibition, % at 5.96 µM; recombinant F. hepatica cathepsin L1, Z-Leu-Arg-MCA fluorescence;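 active means inhibition above the mean of all tested compounds plus 3 SD, set per screening campaign, cut at about 17% in these data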;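 further: 0% = plate median of test compound wells and 100% = 1 µM Z-Phe-Ala-diazomethylketone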
PP5 primary: PP5 (human) phosphatase inhibition; P53041; inhibition, % at 6.7 µM; AID 1987; actives 0.18% (n = 320,000); purified PP5c, OMFP substrate fluorescence;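 active means inhibition above the campaign's mean inhibition across all tested compounds plus 3 SD, cut at about 9.5% in these data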;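 further: 0% = DMSO only and 100% = 100 µM cantharidin control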
JMJD2C inh: human JMJD2C demethylase inhibition; Q9H3R0; GST-JMJD2C(1-420) H3K9me3 demethylation, DELFIA europium; inhibition, % at 2.35 µM; actives 0.069% (n = 330,000);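 active means more than half of a compound's replicate wells show inhibition beyond 50%, single wells judged on their own value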;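 further: signal counts dimethyl H3K9 product captured on neutravidin plate; 0% = median of DMSO wells and 100% = 0.3 times that DMSO median; strong numbers were not always called active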
HCV core dimer: HCV core protein dimerization inhibition | TR-FRET GST/Flag-core106 dimerization, 1536-well | inhibition, % at 5 µM | actives 0.33% (n = 300,000);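 active means inhibition above the mean of all tested compounds plus 3 SD, set per screening campaign, cut at about 45% in these data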
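Assay system: Tagged HCV core106 pair (GST and Flag) | Buffer or medium: KF-containing HEPES buffer, pH 7.45, DTT, CHAPS, BSA | Also added: Eu donor and XL665 acceptor anti-tag antibodies | Dosing: One concentration, 5 µM, in 0.5% DMSO | Timing: 4 h at 22.5 °C | Technique: TR-FRET 671 and 617 nm emission | Repeats: Singlicate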
PP1 inh: counter-screen for PP5 inhibitors: inhibitors of human PP1-alpha; inhibition, % at 6.7 µM; actives 0.9% (n = 320,000); purified PP1alpha, OMFP fluorescence; P62136; AID 2235;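 active means inhibition above the mean inhibition of all tested compounds plus 3 SD, computed separately for each screening campaign, cut at about 15% in these data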
Target sequence (P62136 whole entry, looked up): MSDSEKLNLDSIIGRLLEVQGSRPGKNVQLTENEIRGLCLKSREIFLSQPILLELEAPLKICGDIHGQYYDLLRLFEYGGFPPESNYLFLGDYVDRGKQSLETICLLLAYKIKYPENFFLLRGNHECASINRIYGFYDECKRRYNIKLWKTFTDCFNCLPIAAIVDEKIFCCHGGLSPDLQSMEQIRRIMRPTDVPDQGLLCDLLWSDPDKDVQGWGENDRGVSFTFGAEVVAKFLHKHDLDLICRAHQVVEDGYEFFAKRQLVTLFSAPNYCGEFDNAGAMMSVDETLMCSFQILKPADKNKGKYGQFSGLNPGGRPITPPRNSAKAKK
procasp7 counter: counter-screen: procaspase-7 (human) activation | recombinant procaspase-7, Ac-DEVD-pNA absorbance 405 nm; D23A/D198A/D206A triple mutant, cannot self-cleave; scale: DMSO 0, 5 µM enzyme 100 | P55210 | activation, % at 8.5 µM | actives 0.093% (n = 330,000) | AID 463210;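 active means percent activation above the screen-wide mean plus 3 SD, cut at about 25% in these data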
Target sequence (P55210 whole entry D23A/D198A/D206A): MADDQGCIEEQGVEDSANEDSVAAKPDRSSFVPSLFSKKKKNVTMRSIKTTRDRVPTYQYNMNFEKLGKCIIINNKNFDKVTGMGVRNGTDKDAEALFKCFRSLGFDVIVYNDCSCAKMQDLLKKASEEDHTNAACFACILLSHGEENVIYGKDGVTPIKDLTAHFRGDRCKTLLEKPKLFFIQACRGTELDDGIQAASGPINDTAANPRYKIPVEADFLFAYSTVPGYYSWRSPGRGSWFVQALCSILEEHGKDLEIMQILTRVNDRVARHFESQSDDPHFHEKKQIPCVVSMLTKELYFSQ
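Material: Procaspase-7 triple mutant (PC-7 D3A) | Quantity: 2 µM procaspase-7 mutant as dispensed | Reagent: DEVD-pNA substrate | Times: 1 h preincubation, 2 h reaction | Technique: 405 nm absorbance of p-nitroaniline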
GRK2 inh: inhibitors of human GRK2 displacing RNA aptamer | bead flow cytometry, FAM-aptamer displacement from GRK2 | actives 0.59% (n = 330,000) | P25098 | inhibition of aptamer binding, % at 10 µM;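 active means inhibition of aptamer binding above 40%, roughly 3 SD of noise, on plates passing a quality check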;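 further: median bead fluorescence of bound FAM aptamer so fluorescent compounds give negative values; no value below 0 was filed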
procasp3 activ: activators of human procaspase-3; activation, % at 8.5 µM; recombinant procaspase-3 D3A, Ac-DEVD-pNA absorbance 405 nm; actives 0.11% (n = 330,000); P42574;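 active means activation above the mean of all tested compounds plus 3 SD, cut at about 21% in these data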;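 further: 0% = DMSO alone and 100% = DMSO wells spiked with extra 5 µM PC-3 D3A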
Target sequence (P42574 whole entry D9A/D28A/D175A): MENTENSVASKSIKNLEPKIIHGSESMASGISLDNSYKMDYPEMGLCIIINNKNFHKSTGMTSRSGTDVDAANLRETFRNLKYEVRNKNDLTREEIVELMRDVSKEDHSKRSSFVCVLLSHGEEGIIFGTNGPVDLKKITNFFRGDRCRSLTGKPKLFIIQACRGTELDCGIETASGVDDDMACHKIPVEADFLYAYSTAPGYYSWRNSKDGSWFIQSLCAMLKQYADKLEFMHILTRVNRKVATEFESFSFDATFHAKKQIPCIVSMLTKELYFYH
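System: Procaspase-3 D3A mutant. Medium: Zinc-free 300 mM NaCl, 50 mM HEPES, 0.01% Triton X-100. Schedule: 1 h preincubation plus 2 h reaction at 25 °C. Measured by: 405 nm absorbance of p-nitroaniline, reads at 0 and 120 min. Read-out: percent activation relative to control range.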
Starred values were filed as active, the others as inactive.

How did O=C(Cn1nc(C(F)F)cc1C1CC1)NCCC1=CCCCC1 do in these assays?
VLA-4 inh: 18.0; CTSL1 counter: -1.9; PP5 primary: 0.7; JMJD2C inh: 3.1; HCV core dimer: -0.5; PP1 inh: -5.8; procasp7 counter: 17.1; GRK2 inh: 0.0; procasp3 activ: -0.1

What do the screens show for `CCCOc1ccc(NC(=O)C2CC(=O)N3CCCN=C3S2)cc1` (configuration not stated)?
VLA-4 inh: -0.1; CTSL1 counter: -1.6; PP5 primary: -0.4; JMJD2C inh: -1.1; HCV core dimer: 7.3; PP1 inh: 9.2; procasp7 counter: -22.2; GRK2 inh: 1.0; procasp3 activ: -27.0

What do the screens show for `CC1(C)CC(=O)C=C(NC2CCCCCCC2)C1`?
VLA-4 inh: 6.6; CTSL1 counter: -3.1; PP5 primary: 3.8; JMJD2C inh: -1.0; HCV core dimer: -4.1; PP1 inh: 3.1; procasp7 counter: -1.4; GRK2 inh: 2.0; procasp3 activ: -2.4

What do the screens show for `Cc1sc2nc(SCC(=O)NCCOCCO)nc(N)c2c1C`?
VLA-4 inh: -0.1; CTSL1 counter: -1.5; PP5 primary: 2.5; JMJD2C inh: 6.4; HCV core dimer: -2.0; PP1 inh: 1.3; procasp7 counter: -0.8; GRK2 inh: 0.0; procasp3 activ: -7.2

How did O=C(O)CCNc1nc(-c2ccccc2)nc2ccccc12 do in these assays?
VLA-4 inh: 18.2; CTSL1 counter: -0.6; PP5 primary: -2.3; JMJD2C inh: -9.6; HCV core dimer: 0.8; PP1 inh: 0.7; procasp7 counter: 14.8; GRK2 inh: 1.0; procasp3 activ: 8.7

What do the screens show for `O=C(COC(=O)c1cccs1)NC12CC3CC(CC(C3)C1)C2`?
VLA-4 inh: 11.7; CTSL1 counter: -3.5; PP5 primary: 1.4; JMJD2C inh: 2.7; HCV core dimer: -0.3; PP1 inh: -2.4; procasp7 counter: 10.1; GRK2 inh: 0.0; procasp3 activ: -3.8

Results for O=S(=O)(N1CCOCC1)N1CCN(c2ccccc2F)CC1 ?
VLA-4 inh: 3.6; CTSL1 counter: 1.3; PP5 primary: -2.4; JMJD2C inh: -0.7; HCV core dimer: -9.8; PP1 inh: -6.1; procasp7 counter: -6.6; GRK2 inh: 6.0; procasp3 activ: 0.3

What do the screens show for `O=C(Cc1cccs1)Nc1nc(-c2ccccc2)cs1`?
VLA-4 inh: -9.1; CTSL1 counter: -2.4; PP5 primary: 4.0; JMJD2C inh: 1.2; HCV core dimer: -3.1; PP1 inh: 2.1; procasp7 counter: 3.7; GRK2 inh: 10.0; procasp3 activ: 8.2

Results for COc1ccc(NC(=O)c2cccc(NC3=NC4CS(=O)(=O)CC4S3)c2)cc1Cl (configuration not stated) ?
VLA-4 inh: -10.6; CTSL1 counter: 1.9; PP5 primary: 1.6; JMJD2C inh: 3.2; HCV core dimer: -11.1; PP1 inh: 2.2; procasp7 counter: 6.8; GRK2 inh: 0.0; procasp3 activ: -15.4

Results for COc1ccccc1N1CCN(C(=S)Nc2ccc(F)cc2)CC1 ?
VLA-4 inh: 6.2; CTSL1 counter: -0.6; PP5 primary: 3.9; JMJD2C inh: 11.3; HCV core dimer: 1.9; PP1 inh: -7.4; procasp7 counter: -5.9; GRK2 inh: 3.0; procasp3 activ: -12.9

How did Cc1ccc(NC(=O)c2cc(N(C)C)ccc2[P+](=O)O)cc1 do in these assays?
VLA-4 inh: 7.8; CTSL1 counter: -2.1; PP5 primary: 3.3; JMJD2C inh: 146.7; HCV core dimer: -3.7; PP1 inh: -1.2; procasp7 counter: -8.5; GRK2 inh: 3.0; procasp3 activ: -6.1

How did O=C(NCc1ccco1)c1nc2c(nnn2Cc2ccccc2Cl)c(=O)[nH]1 do in these assays?
VLA-4 inh: 10.9; CTSL1 counter: -0.8; PP5 primary: 2.1; JMJD2C inh: 2.0; HCV core dimer: 4.3; PP1 inh: 9.4; procasp7 counter: 7.4; GRK2 inh: 0.0; procasp3 activ: -2.1

How did COc1ccc(OC)c(NC(=O)c2cc3c(cc2Cl)N2CCCCCC2=NS3(=O)=O)c1 do in these assays?
VLA-4 inh: -6.7; JMJD2C inh: 2.9; procasp7 counter: 9.8; GRK2 inh: 0.0; procasp3 activ: 1.7

Results for CC(=O)Oc1ccc(-c2cc3c(OC(C)=O)cc(OC(C)=O)cc3oc2=O)cc1 ?
VLA-4 inh: -2.5; CTSL1 counter: -18.3; PP5 primary: 0.1; JMJD2C inh: -3.0; HCV core dimer: -1.0; PP1 inh: -7.2; procasp7 counter: 8.9; GRK2 inh: 1.0; procasp3 activ: 51.7*

Results for CCC(C)NCCCOc1c(C)cc(C)cc1Br (configuration not stated) ?
VLA-4 inh: 9.2; CTSL1 counter: -3.9; PP5 primary: 4.7; JMJD2C inh: -19.2; HCV core dimer: -3.6; PP1 inh: -3.7; procasp7 counter: -0.4; GRK2 inh: 0.0; procasp3 activ: 2.8

How did Cc1ccc(C(=O)NC(=O)CSc2nnc(C)s2)cc1 do in these assays?
VLA-4 inh: -5.5; CTSL1 counter: 0.6; PP5 primary: 1.1; JMJD2C inh: -3.0; HCV core dimer: -2.9; PP1 inh: -0.6; procasp7 counter: 6.8; GRK2 inh: 0.0; procasp3 activ: -3.6

How did O=C(Cc1ccc([N+](=O)[O-])cc1)OCc1c(F)cccc1Cl do in these assays?
VLA-4 inh: -9.2; CTSL1 counter: -3.6; PP5 primary: 1.1; JMJD2C inh: 8.9; HCV core dimer: -1.4; PP1 inh: -0.4; procasp7 counter: 1.6; GRK2 inh: 3.0; procasp3 activ: 3.9

Results for COc1ccccc1N1CCN(/N=C/c2ccc(OC)c(OC)c2OC)CC1 ?
VLA-4 inh: -2.2; CTSL1 counter: 1.8; PP5 primary: -0.9; JMJD2C inh: 4.7; HCV core dimer: 7.7; PP1 inh: -3.6; procasp7 counter: 4.1; GRK2 inh: 0.0; procasp3 activ: -9.1

What do the screens show for `COc1ccccc1C(C#N)N1N=C(C)CC1c1ccccc1` (configuration not stated)?
VLA-4 inh: 8.1; CTSL1 counter: 3.0; PP5 primary: 1.1; JMJD2C inh: -3.5; HCV core dimer: -11.5; PP1 inh: -7.3; procasp7 counter: 17.7; GRK2 inh: 3.0; procasp3 activ: 1.8

How did COc1ccc(N2CCN(c3ncnc4scc(-c5ccccc5)c34)CC2)cc1 do in these assays?
VLA-4 inh: -3.4; CTSL1 counter: -0.8; PP5 primary: 4.3; JMJD2C inh: 0.0; HCV core dimer: 0.3; PP1 inh: -2.0; procasp7 counter: 4.3; GRK2 inh: 0.0; procasp3 activ: 4.6

Results for Cc1cc(CN2CCC(n3nccc3NC(=O)c3ccccc3C)CC2)n[nH]1 ?
VLA-4 inh: 4.4; CTSL1 counter: -1.8; PP5 primary: 0.8; JMJD2C inh: 6.0; HCV core dimer: -2.1; PP1 inh: 1.1; procasp7 counter: -0.7; GRK2 inh: 1.0; procasp3 activ: 4.4

Results for COc1ccc(CCNS(=O)(=O)c2ccc(OC)c(OC)c2)cc1OC ?
VLA-4 inh: 10.8; CTSL1 counter: 1.4; PP5 primary: 2.8; JMJD2C inh: 3.1; HCV core dimer: -1.9; PP1 inh: -0.1; procasp7 counter: -1.1; GRK2 inh: 0.0; procasp3 activ: -2.2

How did COc1ccc(NC(=O)C2C3C=CC4(O3)C2C(=O)N(CCN2CCCCC2)C4C(=O)NC2CCCC(C)C2C)cc1 (configuration not stated) do in these assays?
VLA-4 inh: 18.4; CTSL1 counter: 20.3*; PP5 primary: 1.5; JMJD2C inh: -15.0; HCV core dimer: 3.4; PP1 inh: 3.4; procasp7 counter: -1.7; GRK2 inh: 3.0; procasp3 activ: -6.9

Results for CN(C)c1nc(N/N=C\c2ccc(Cl)c([N+](=O)[O-])c2)nc(Nc2ccc(F)cc2)n1 ?
VLA-4 inh: -7.8; CTSL1 counter: 1.3; PP5 primary: 6.4; JMJD2C inh: -6.3; HCV core dimer: 9.0; PP1 inh: 2.4; procasp7 counter: -3.0; GRK2 inh: 0.0; procasp3 activ: 0.3

As a working copy, part of the list above:
Results for CCC(C)NCCCOc1c(C)cc(C)cc1Br (configuration not stated) ?
VLA-4 inh: 9.2; CTSL1 counter: -3.9; PP5 primary: 4.7; JMJD2C inh: -19.2; HCV core dimer: -3.6; PP1 inh: -3.7; procasp7 counter: -0.4; GRK2 inh: 0.0; procasp3 activ: 2.8

How did Cc1ccc(C(=O)NC(=O)CSc2nnc(C)s2)cc1 do in these assays?
VLA-4 inh: -5.5; CTSL1 counter: 0.6; PP5 primary: 1.1; JMJD2C inh: -3.0; HCV core dimer: -2.9; PP1 inh: -0.6; procasp7 counter: 6.8; GRK2 inh: 0.0; procasp3 activ: -3.6

How did O=C(Cc1ccc([N+](=O)[O-])cc1)OCc1c(F)cccc1Cl do in these assays?
VLA-4 inh: -9.2; CTSL1 counter: -3.6; PP5 primary: 1.1; JMJD2C inh: 8.9; HCV core dimer: -1.4; PP1 inh: -0.4; procasp7 counter: 1.6; GRK2 inh: 3.0; procasp3 activ: 3.9

Results for COc1ccccc1N1CCN(/N=C/c2ccc(OC)c(OC)c2OC)CC1 ?
VLA-4 inh: -2.2; CTSL1 counter: 1.8; PP5 primary: -0.9; JMJD2C inh: 4.7; HCV core dimer: 7.7; PP1 inh: -3.6; procasp7 counter: 4.1; GRK2 inh: 0.0; procasp3 activ: -9.1

What do the screens show for `COc1ccccc1C(C#N)N1N=C(C)CC1c1ccccc1` (configuration not stated)?
VLA-4 inh: 8.1; CTSL1 counter: 3.0; PP5 primary: 1.1; JMJD2C inh: -3.5; HCV core dimer: -11.5; PP1 inh: -7.3; procasp7 counter: 17.7; GRK2 inh: 3.0; procasp3 activ: 1.8

How did COc1ccc(N2CCN(c3ncnc4scc(-c5ccccc5)c34)CC2)cc1 do in these assays?
VLA-4 inh: -3.4; CTSL1 counter: -0.8; PP5 primary: 4.3; JMJD2C inh: 0.0; HCV core dimer: 0.3; PP1 inh: -2.0; procasp7 counter: 4.3; GRK2 inh: 0.0; procasp3 activ: 4.6

Results for Cc1cc(CN2CCC(n3nccc3NC(=O)c3ccccc3C)CC2)n[nH]1 ?
VLA-4 inh: 4.4; CTSL1 counter: -1.8; PP5 primary: 0.8; JMJD2C inh: 6.0; HCV core dimer: -2.1; PP1 inh: 1.1; procasp7 counter: -0.7; GRK2 inh: 1.0; procasp3 activ: 4.4

Source: PubChem BioAssay
